VIM-2 inh – inhibitors of Pseudomonas aeruginosa VIM-2 metallo-beta-lactamase; purified VIM-2, nitrocefin hydrolysis, epi-absorbance fluorescence; inhibition, % at 5.6 µM; 290,000 tested, 0.89% active; AID 1527;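 active means inhibition above the mean of all tested compounds plus 3 SD, cutoff set per screening run, cut at about 7.5% in these data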;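 further: red hydrolysis product quenches plate fluorescence so inhibitors raise well fluorescence; 0% = enzyme with DMSO and 100% = DMSO without enzyme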
GPR7 antagonist – human neuropeptides B/W receptor 1 antagonism; P48145; GPR7-expressing cells, fluorescence antagonist assay; inhibition, % at 4.4 µM; 290,000 tested, 1.1% active; AID 1861; in the data active means inhibition above about 16%, passing the limit was not always enough;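 further: cells stimulated with the agonist NPW; 0% = agonist with vehicle and 100% = vehicle without agonist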
IDE cell activ – activators of human insulin-degrading enzyme in cells; P14735; activation, % at 5.96 µM; AID 493087; 340,000 tested, 0.073% active; HEK cells, FAbeta-B cleavage, fluorescence polarization; 0% vehicle, 100% cell-free pure enzyme wells;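 active means activation above the mean of all tested compounds plus 3 SD, set per screening campaign, cut at about 17% in these data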
PHOSPHO1 inh – PHOSPHO1 (human) inhibition; recombinant PHOSPHO1, absorbance phosphatase assay; inhibition, % at 13.3 µM; 290,000 tested, 1.1% active; in the data active means inhibition above about 60%
IMP-1 inhibitor – blocks Pseudomonas aeruginosa IMP-1 metallo-beta-lactamase; purified IMP-1, nitrocefin hydrolysis, epi-absorbance fluorescence; inhibition, % at 5.6 µM; 290,000 tested, 0.45% active;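 active means inhibition above the mean plus 3 SD of all compounds in the same screening run, cut at about 4.5% in these data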;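 further: 0% = IMP-1 with DMSO and 100% = DMSO wells lacking enzyme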
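Assay system: purified IMP-1; Quantity: IMP-1 0.2 nM before substrate addition; Medium: HEPES buffer pH 7.1 with ZnSO4 and Brij 35; Incubation: 15 min enzyme–compound preincubation, then 25 min nitrocefin reaction, 25 °C; Signal: fluorescence quenching readout, ex 480/em 530 nm; Controls: DMSO with and without IMP-1; Repeats: singlicate testing.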
NALP1 inh – inhibitors of NALP1 inflammasome in yeast; S. cerevisiae NALP1/ASC/caspase-1 growth, X-gal OD620, 72 h; inhibition, % at 10 µM; 280,000 tested, 0.61% active; AID 2071; in the data active means inhibition mostly above about 24%, no sharp cut-off; inactive means mostly below about 32%; further: some compounds called inactive have numbers as strong as hits
IDE inh – inhibits human insulin-degrading enzyme in HEK cells; inhibition, % at 5.59 µM; P14735; AID 434962; 320,000 tested, 0.41% active; FAbetaB cleavage, fluorescence polarization;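 active means percent inhibition above the average of all tested compounds plus 3 SD, set per screening campaign, cut at about 16% in these data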;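 further: IDE supplied by intact live HEK cells; FP after avidin binding of uncleaved biotin substrate so inhibition keeps polarization high; 0% = DMSO wells and 100% = 60 µM reference IDE inhibitor Ii1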
M18AAP inhibitor – blocks P. falciparum M18 aspartyl aminopeptidase; recombinant PfM18AAP, H-Glu-NHMec fluorogenic cleavage; inhibition, % at 7.35 µM; 290,000 tested, 1.2% active;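 active means inhibition above the campaign mean inhibition over all tested compounds plus 3 SD, cut at about 28% in these data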;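 further: 0% = plate median of test compound wells and 100% = 2 mM ZnCl2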
pCIP destab – compounds decreasing mouse p/CIP protein stability; F442A p/CIP-EGFP cells, EGFP fluorescence, 16 h; decrease of EGFP signal, % at 10 µM; 290,000 tested, 0.01% active; AID 1984;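 active means EGFP signal decrease of at least 30% at 10 µM or well 3 SD below plate mean, unless failing retest; inactive means the rest, including hits failing retest or dose response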; further: some compounds called inactive have numbers as strong as hits; many of its hits are not listed in these tables
* hit, by the source's call; · = no result given. Compounds were not picked by outcome. About 5.3% of those tested had a hit in this group.

SMILES	VIM-2 inh	GPR7 antagonist	IDE cell activ	PHOSPHO1 inh	IMP-1 inhibitor	NALP1 inh	IDE inh	M18AAP inhibitor	pCIP destab
COCCCNC(=O)CCC(=O)NNc1nc2ccccc2c2nc(C)nn12	-3.1	-11	5	-17	-3.6	-49	-1	23	9
COc1ccc(-n2nc3c(N4CCC(C(=O)NCCc5ccccc5C)CC4)nnc(C)c3c2C)cc1	-1.6	-6	3	33	-2.6	19	-1	-6	-6
CC(=O)Nc1ccc(NC(=O)C2CC(=O)Nc3nc4ccccc4n32)cc1 (stereo unspecified)	-3.1	-3	4	20	-1.6	·	0	-1	14
CC1(C)Oc2ccc3ccc(=O)oc3c2/C(=C/NNC(N)=S)C1=O	5.0	6	-3	33	-2.1	-6	5	13	-2
O=C(O)CSCC(=O)N1CCN(Cc2ccc3c(c2)OCO3)CC1	-1.7	-5	-2	·	-1.2	10	1	-4	-9
Cc1sccc1/C=N/NC(=O)c1ccco1	-2.7	-11	5	20	-4.0	11	1	4	-2
CN1CCN(c2ncnc3c2cnn3-c2ccc(Cl)cc2)CC1	0.1	4	5	-11	-2.2	9	-1	-12	-14
COc1ccc(Nc2ccc(N3C(=O)CCC3=O)cc2[N+](=O)[O-])cn1	0.3	9	1	20	-3.3	17	1	-2	6
Cn1cccc1-c1cc(C(=O)N/N=C/c2ccc(F)cc2)[nH]n1	-1.9	2	0	2	-4.3	5	6	3	-6
COC(=O)c1c(C)oc(C)c1S(=O)(=O)N1CCOCC1	0.5	-1	6	24	-1.1	8	0	-6	24
CCn1cc(CNC(=O)/C=C/c2cnn(C)c2)c(C)n1	-1.8	-12	4	4	-1.1	25	-2	-6	-6
CCOc1cc(/C=C2\SC(=NC)N(C)C2=O)cc(Cl)c1OC(C)=O	0.5	-20	-2	28	-1.1	23	8	0	1
O=C(COc1ccc(-n2cnnn2)cc1)NC1CCCCC1	-6.2	7	-7	-2	-3.1	-4	1	1	0
CCc1cc2c(Nc3ccc(O)cc3)nc(C)nc2s1	2.3	-1	-2	9	-1.6	2	5	-10	-4
Cc1ccc(NC(=S)N2CCCCCC2)cc1	3.1	-10	3	8	0.7	23	7	5	-3

Compound profiles (already shown). Screens in order: VIM-2 inh | GPR7 antagonist | IDE cell activ | PHOSPHO1 inh | IMP-1 inhibitor | NALP1 inh | IDE inh | M18AAP inhibitor | pCIP destab
O=C(O)CSCC(=O)N1CCN(Cc2ccc3c(c2)OCO3)CC1 as listed: -1.7 | -5 | -2 | · | -1.2 | 10 | 1 | -4 | -9
COCCCNC(=O)CCC(=O)NNc1nc2ccccc2c2nc(C)nn12 as listed: -3.1 | -11 | 5 | -17 | -3.6 | -49 | -1 | 23 | 9
CCc1cc2c(Nc3ccc(O)cc3)nc(C)nc2s1 as listed: 2.3 | -1 | -2 | 9 | -1.6 | 2 | 5 | -10 | -4

Going on with the list.
SMILES	VIM-2 inh	GPR7 antagonist	IDE cell activ	PHOSPHO1 inh	IMP-1 inhibitor	NALP1 inh	IDE inh	M18AAP inhibitor	pCIP destab
CC(C)C(=O)Nc1ccccc1N1CCN(S(C)(=O)=O)CC1	-3.8	-6	3	29	1.7	24	-1	5	1
CSc1ccccc1NC(=O)CN(C)CC(=O)Nc1ccccc1F	-1.6	-6	-2	0	-3.7	20	2	3	1
CSc1nnc(C)c(/C=C/NOCc2ccc(Cl)cc2)n1	-2.0	15	-1	15	-2.6	-8	4	7	-3
COc1ccc(N(CC(=O)NCc2ccc3c(c2)OCO3)S(C)(=O)=O)cc1OC	-0.5	-3	9	3	-3.1	6	0	5	-6
O=C(CSc1nnnn1C1CCCC1)Nc1ccccc1N1CCOCC1	-2.3	-2	4	37	-1.8	0	2	3	9
COc1cc(C(NC=O)C(=O)Nc2c(C)cccc2C)ccc1O (stereo unspecified)	-1.5	-10	6	-1	-2.5	5	-1	4	2
N#Cc1ccc(Oc2cccnc2)cc1C#N	-1.6	-8	4	-3	-1.3	28	6	-2	-11
CSCC[C@H](NC(=O)OC(C)(C)C)C(=O)N/N=C/c1ccc2nccnc2c1	-2.6	0	5	24	-5.9	30	-2	-7	-35
O=C(c1cccc(C(F)(F)F)c1)N1CCC(O)(CS(=O)(=O)Cc2ccccc2Cl)CC1	-6.2	3	6	16	-1.1	-6	5	-6	7
O=C(NCc1ccc(Cl)cc1)c1cc(=O)[nH]c2ccccc12	-1.5	-12	1	4	-4.0	14	-4	7	-4
CC1CCc2cc(F)ccc2N1C(=O)c1cccnc1 (stereo unspecified)	2.5	26*	0	25	1.5	20	2	6	1
COC(C(=O)Nc1ccc(F)cc1F)c1ccccc1 (stereo unspecified)	-2.0	-2	-2	-6	0.5	7	-4	6	6
COC(=O)c1ccc(C(=O)OC)c(NC(=O)COC(=O)C2CC2C)c1 (stereo unspecified)	-1.7	1	-4	3	-2.0	-12	12	-21	-2
Cc1sc2ccccc2[n+]1CCC(C)S(=O)(=O)[O-] (stereo unspecified)	-0.9	-4	-1	8	-2.0	-1	7	14	-16
O=C(Cn1c(=O)oc2ccccc21)Nc1ccc(S(=O)(=O)N2CCCCC2)cc1	-1.6	5	0	14	-1.7	0	0	0	-7
COc1ccc(C(=O)NCCc2cccc(Cl)c2)cc1OC1CCN(C(C)=O)CC1	0.5	8	5	-1	-1.3	-3	7	2	-4
Cc1cc[n+](CC(=O)Nc2nc3ccccc3s2)cc1	-3.5	3	9	-3	-1.4	8	5	3	-3
Cc1c(N2C(=O)C(=O)/C(=C(/O)c3ccccc3)C2c2ccc(F)cc2)c(=O)n(-c2ccccc2)n1C (stereo unspecified)	-1.2	9	0	-17	-1.5	24	6	4	-2
CCNS(=O)(=O)c1c(C)cc(C)c(N(C)S(=O)(=O)c2ccccc2)c1C	-0.9	5	4	-7	-0.1	10	-6	2	-1
Cn1cc([N+](=O)[O-])c(C(=O)Nc2ccn(C34CC5CC(CC(C5)C3)C4)n2)n1	2.2	-10	1	-13	-3.0	29	0	-20	-20
COc1ccc(OCc2cccc(C(=O)O)c2)cc1	·	·	-2	17	·	25	6	·	-2
Cc1ccnc(NC(=O)c2c(-c3ccccc3Cl)noc2C)c1	0.0	-1	2	-12	-0.1	29	-2	-17	-13
CC(C(=O)O)n1c(-c2ccn[nH]2)n[nH]c1=S (stereo unspecified)	-3.0	-9	3	4	-3.1	28	6	9	-15
CC(C)Cn1c(=O)c(C2=NS(=O)(=O)c3ccccc3N2)c(O)c2ccccc21	0.0	-2	·	·	-1.8	·	·	-3	·
CCn1c(=S)sc2c(=O)n(CC(=O)Nc3ccc(Cl)cc3)c(C)nc21	-0.8	-6	-6	28	0.4	8	-2	1	-16
CC1(C)C(=O)Nc2ccccc2N1C(=O)CSc1nnc2c(Cl)cc(Cl)cn12	-0.1	-5	7	4	-2.2	23	-1	6	-1
Cc1ccc(C)c2[nH]c(=O)c(C(c3nnnn3C(C)(C)C)N3CC=C(c4ccc(F)cc4)CC3)cc12 (stereo unspecified)	-3.1	-8	4	-9	-2.4	-39	·	2	-16
CC(C)Cc1cc(C(=O)N2CCC(N3CCC(C(=O)N4CCCC4)CC3)CC2)n[nH]1	-2.2	-15	3	46	-2.1	-12	-1	-14	-1
O=C(COc1ccc2c(C(F)(F)F)cc(=O)oc2c1)Nc1ccc2c(c1)OCCO2	-2.5	6	-1	-12	-7.5	33	8	-5	4
O=C(C(Cc1ccccc1)N1C(=O)C2C3C=CC(C3)C2C1=O)N1CCCCCC1 (stereo unspecified)	-0.9	-7	-2	-7	-3.1	2	4	1	-3
CC(=O)Nc1ccc(S(=O)(=O)NC(C)(C#N)C2CC2)cc1 (stereo unspecified)	-3.6	-1	3	24	-2.5	7	1	3	-2
O=[N+]([O-])c1cccc(OCc2cn3cccnc3n2)c1	2.1	-8	10	-10	1.6	-9	-3	-7	7
CCOC(=O)C1(CCc2ccccc2)CCN(C(=O)C2=C(C)OCCO2)CC1	-0.1	15	·	7	0.2	7	0	-5	-12
O=C(CSc1nc2ccccc2c(=O)n1-c1ccc(F)cc1)Nc1ccc(C(=O)O)cc1	-1.6	-7	1	-18	-2.4	-1	4	4	-13
O=C(CSc1nnc(-c2ccccc2Cl)n1Cc1ccco1)Nc1ccc2c(c1)OCCO2	-0.7	-8	-1	6	-5.9	·	3	4	-2
Cc1occc1C(=O)N1CCN(c2ccc(Cl)c(Cl)c2)CC1	0.3	11	2	35	-3.3	34	4	3	15
COC(=O)c1cc(NC(=O)c2nccnc2C(=O)O)cc(C(=O)OC)c1	-1.7	-5	6	0	-1.7	0	4	-2	-16
Nc1nc(-c2cccnc2)nn1S(=O)(=O)c1ccccc1	-3.5	3	2	·	-3.2	·	0	5	·
O=C(NCc1cccs1)C(=O)NCC(c1ccco1)N1CCN(c2ccccc2F)CC1 (stereo unspecified)	-2.7	-5	0	-8	-2.1	-12	-5	-14	5
CC(NC(=S)Nc1ccc(OC(F)F)cc1OC(F)F)C(C)(C)C (stereo unspecified)	-0.9	-5	-2	-10	-1.7	27	-5	-4	0
CCC(C)(C)NC(=O)C(c1cccn1C)N(C(=O)Cn1nnc2ccccc21)c1ccccc1OC (stereo unspecified)	-2.3	-7	-2	-1	0.2	6	-5	-3	0
COc1ccc2oc(C(=O)NCc3cc(OC)c(OC)cc3OC)c(C)c2c1	-0.3	-5	1	20	-2.2	2	2	4	-8
COc1ccc(OC)c(/C=C/C(=O)N2C(=O)c3cccc(N)c3C2=O)c1	-2.1	-1	4	3	-0.4	10	7	-3	3
Cc1ccc(OCC2Cn3c(nc4c3c(=O)[nH]c(=O)n4C)O2)cc1 (stereo unspecified)	2.0	-14	-5	21	-1.4	39	5	1	-3
O=C(Nc1ccc(N2CCCCC2)cc1)c1cccnc1	-0.6	-18	-1	-53	-3.1	-2	2	0	12
CC(=O)Nc1ccc(OCC(O)Cn2c(CO)nc3ccccc32)cc1 (stereo unspecified)	0.8	4	0	57	-0.3	-2	3	-14	2
COc1ccc(C(=O)NCCc2cn3ccc(C)cc3n2)cc1	-3.6	-4	-9	18	-3.2	24	1	2	-6
O=C1CCN(Cc2ccc(Br)cc2)CCN1[C@H](CO)Cc1ccccc1	-1.3	7	-1	-2	-1.8	5	5	1	-9
COc1ccc(-c2cc(=O)oc3c(C)c(OCC(=O)N(C)C)ccc23)cc1	2.1	0	3	·	-2.7	29	4	-14	-5
CCNC(=O)NC(=O)C(C)On1nnc2ccc(S(=O)(=O)N(CC)CC)cc21 (stereo unspecified)	-1.0	-6	-2	8	-1.1	5	6	-6	14
CCOC(=O)Cn1nc(C)c(NC(=O)CCc2ccc(OC)cc2)c1C	-3.2	-10	2	30	-2.3	-1	3	-5	13
O=C(O)CC/C(=N/NC(=O)c1cccs1)c1ccccc1	-4.9	-1	3	21	-2.5	27	0	-5	0
O=C(c1cccn2c(=O)c3ccccc3nc12)N1CCN(Cc2ccc3c(c2)OCO3)CC1	-2.6	-3	-26	30	-3.7	6	12	-4	-1
CC1(C)CC(=O)C(C2c3ccccc3S(=O)(=O)c3ccccc32)C(=O)C1	-2.1	-7	4	38	-3.5	-21	0	-1	-16
CCn1c(C)nc2cc(C(=O)N/N=C/c3ccc(OC)c(O)c3)ccc21	-3.1	-9	3	-2	-2.7	23	-3	6	-12
Cc1cc(C)c2oc(C(=O)NCCc3ccc(S(N)(=O)=O)cc3)cc(=O)c2c1	-0.2	-14	2	8	-4.2	·	3	-2	0
Cc1ccc(-c2nc(NC(=O)CSc3ncn[nH]3)ns2)cc1	-2.1	-9	5	27	-2.2	·	-1	23	-11

Screens (PubChem)
